Compound activity as filed in PubChem BioAssay.
HTR5A ag ctr: HTR5A agonists in luminescence cell assay, primary screen, counter-screen for OPRM1-OPRD1 heterodimer agonist project, full-deck HTS. 5-hydroxytryptamine receptor 5A (Homo sapiens), P47898. cell-based. activation, % at 9.3 µM. 340,000 compounds, 0.61% hits. AID 504692, 2011; in the data active = activation mostly above about 9.5%, no sharp cut-off; inactive = mostly below about 7.6%;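 also: 0% = cells with vehicle only and 100% = reference agonist; strong numbers were not always called active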
PfHsp90 yeast 2: growth inhibition of PfHsp90-expressing yeast, primary screen, antimalarial PfHsp90 inhibitor project, S. cerevisiae, BacTiter-Glo luminescence, single point, set 2; BacTiter-Glo ATP, 48 h; yeast lacking PDR1 and PDR3 efflux regulators; 310,000 compounds, 0.32% hits; inhibition, % at 9.4 µM;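 active = every replicate shows inhibition above about 80%, whatever the replicate mean, limit read from the data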;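 also: 0% = DMSO neutral controls and 100% = 20 µM radicicol positive controls; yeast relying on Plasmodium falciparum Hsp90 in place of its own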
Mot1-301 SUMO: yeast Mot1-301 growth rescue at high temperature, primary screen, SUMOylation pathway inhibitor project, S. cerevisiae, ATP luminescence, 38.5C | AID 2716, 2010 | S. cerevisiae Mot1-301 growth rescue; percent above DMSO median, 100 means doubled | 320,000 compounds, 1% hits | growth rescue, % at 18.8 µM;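 active = every valid replicate shows activation above 250% relative to neutral control wells; inactive = the rest, any valid replicate at or below 250%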;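 also: OY570 slx delta 5 strain wells were the positive control but not used for scaling; some compounds called inactive have numbers as strong as hits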
OPRM1-OPRD1 ag: agonists of OPRM1-OPRD1 heterodimerization, primary screen, cell-based, luminescence | Mu-type opioid receptor (Homo sapiens) + Delta-type opioid receptor (Homo sapiens), … | cells | activation, % at 9.3 µM | 340,000 compounds, 0.3% hits | AID 504326, 2011; in the data active = activation above about 18%;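 also: 0% = vehicle-treated cells and 100% = reference agonist; values of inactives mirror those of a sister screen read the other way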
Target sequence (P35372 whole entry, looked up): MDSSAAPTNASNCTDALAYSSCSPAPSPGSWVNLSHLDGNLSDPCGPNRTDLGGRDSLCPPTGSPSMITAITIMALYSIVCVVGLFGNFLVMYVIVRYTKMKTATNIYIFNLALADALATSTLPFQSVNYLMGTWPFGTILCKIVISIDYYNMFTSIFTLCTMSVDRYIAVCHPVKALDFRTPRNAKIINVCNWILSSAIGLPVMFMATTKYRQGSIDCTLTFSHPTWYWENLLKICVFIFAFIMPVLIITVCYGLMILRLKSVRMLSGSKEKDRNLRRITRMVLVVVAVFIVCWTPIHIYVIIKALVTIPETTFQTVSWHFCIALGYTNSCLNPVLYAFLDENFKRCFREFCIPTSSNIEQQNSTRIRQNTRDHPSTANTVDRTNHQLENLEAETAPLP
Target sequence (P41143 whole entry, looked up): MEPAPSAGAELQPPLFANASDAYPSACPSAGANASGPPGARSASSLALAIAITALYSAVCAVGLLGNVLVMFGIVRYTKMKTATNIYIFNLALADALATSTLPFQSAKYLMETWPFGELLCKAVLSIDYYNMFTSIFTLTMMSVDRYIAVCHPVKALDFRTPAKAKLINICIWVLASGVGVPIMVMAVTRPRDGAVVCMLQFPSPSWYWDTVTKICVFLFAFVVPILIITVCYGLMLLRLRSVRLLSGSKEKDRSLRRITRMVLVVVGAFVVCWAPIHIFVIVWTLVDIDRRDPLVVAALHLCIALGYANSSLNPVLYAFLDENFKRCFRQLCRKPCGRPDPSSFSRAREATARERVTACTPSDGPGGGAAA
HTR5A inv ag: HTR5A inverse agonists in luminescence cell assay, primary screen, counter-screen for OPRM1-OPRD1 heterodimer inverse agonist project, full-deck HTS. HTR5A cell line, inverse agonism. inhibition, % at 9.3 µM. 340,000 compounds, 0.083% hits. AID 504634, 2011; in the data active = inhibition mostly above about 23%, no sharp cut-off; inactive = mostly below about 18%;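 also: 0% = cells with DMSO and 100% = no-cell wells with DMSO; some compounds called inactive have numbers as strong as hits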
phage Ecoli inh: growth loss of phage-infected E. coli, primary screen, RecBCD inhibitor project, absorbance, with phage, HTS | 360,000 compounds, 0.26% hits | inhibition, % at 11.9 µM; in the data active = inhibition above about 11%
OPRM1-OPRD1 inv: inverse agonists of MOR-DOR heterodimerization, primary screen, cell-based, luminescence; Mu-type opioid receptor (Homo sapiens) + Delta-type opioid receptor (Homo sapiens), …; cell-based MOR-DOR heterodimer luminescence, inverse agonism; inhibition, % at 9.3 µM; 340,000 compounds, 0.21% hits; AID 504357, 2011; in the data active = inhibition above about 22%, passing the limit was not always enough;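 also: 0% = cells with DMSO and 100% = wells without cells with DMSO; values of inactives mirror those of a sister screen read the other way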
Pemphigus Ab inh: inhibitors of pemphigus antibody binding to DSG3, primary screen, biochemical, bead-based, flow cytometry, scFv-GFP | Desmoglein-3 (Homo sapiens), P32926 | DSG3-coupled beads, scFv-anti-DSG3-GFP binding; hits give low values | 310,000 compounds, 0.48% hits | binding (percent of control), % at 10 µM | AID 588358, 2011;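 active = binding more than 3 SD below its plate's average and above zero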;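 also: hits lower antibody fragment binding to DSG3; some compounds called inactive have numbers as strong as hits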
PKA-R1A activ: activators of PKA-R1A holoenzyme, primary screen, biochemical, fluorescence polarization, Cy5-IP20, bovine R1A, mouse PKAc; PKA-R1A dissociation; scaled: DMSO 0%, 113 µM cGMP 100%; activation, % at 11.4 µM; 340,000 compounds, 0.083% hits; AID 504707, 2011;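 active = percent activation above the mean of all tested compounds plus 3 SD, cut at about 19% in these data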;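 also: higher means more PKAc released from R1A so a rise in polarization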
E coli growth: E. coli V3065 growth inhibition, primary screen, counter-screen for AddAB inhibitor project, absorbance, OD600; 18 h; inhibition, % at 11.9 µM; 330,000 compounds, 0.27% hits;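 active = inhibition above the campaign's mean inhibition across all tested compounds plus 3 SD, cut at about 9.9% in these data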;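 also: uninfected addAB+ strain grown without phage in ampicillin broth; 0% = DMSO wells and 100% = ciprofloxacin 0.95 µg/ml wells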
AddAB inh: growth inhibition of E. coli expressing H. pylori AddAB, primary screen, AddAB inhibitor project, absorbance; AID 435030, 2010; inhibition, % at 11.9 µM; 330,000 compounds, 0.29% hits; in the data active = inhibition above about 12%;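 also: 0% = vehicle wells of infected cells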
* hit, by the source's call; nt = no result given. Outcome played no part in choosing rows; 3.2% or so of the library scored in one or more.

SMILES	E coli growth	PfHsp90 yeast 2	Pemphigus Ab inh	OPRM1-OPRD1 inv	AddAB inh	HTR5A inv ag	OPRM1-OPRD1 ag	phage Ecoli inh	HTR5A ag ctr	Mot1-301 SUMO	PKA-R1A activ
COc1cc(C(c2c(C)[nH][nH]c2=O)c2c(C)[nH][nH]c2=O)cc(Br)c1OC	-0.1	3	112	3	2.9	-4	-0.6	2.6	4	-13	3
CC(C)NC(=O)NNC(=O)c1nn(-c2ccc(F)cc2)ccc1=O	-3.4	1	111	-3	-5.4	-1	0.7	-0.1	-3	-29	-5
Cc1ccc(S(=O)(=O)N2CCOCC2)cc1C(=O)NC1CCCC1	2.8	0	92	9	0.2	5	-1.5	0.6	-3	240	-2
CCN(CC)CCN1c2ccccc2Sc2ccc3ccccc3c21	-0.8	6	103	-15	1.9	0	3.2	0.0	0	-28	10
Oc1cc2ccccc2cc1-c1n[nH]c(=S)o1	1.9	67	104	10	8.3	1	-1.9	4.0	4	nt	-1
COc1ccccc1-c1cc(C(F)(F)F)nc(S(=O)(=O)CCCC(=O)N2CCCCC2C)n1 (stereo unspecified)	0.8	36	103	4	-0.2	2	-0.6	4.9	3	14	-6
O=C(NC(=S)Nc1cc(-c2nc3ccccc3[nH]2)ccc1Cl)c1ccc2c(c1)OCO2	0.8	-19	90	-22	2.1	-21	3.5	1.2	6	-28	-4
Cc1ccc(-c2csc3ncnc(Cl)c23)cc1	-1.1	-21	98	-30	0.0	8	5.6	3.9	-3	1	-13
Cc1nc2oc3ccc(F)cc3c(=O)c2cc1C(=O)NC(C)(C)C	-0.1	7	98	11	0.7	-6	-2.3	3.3	2	-3	6
CCCn1c(N)c(C(=O)COC(=O)CNC(=O)c2ccccc2OCC)c(=O)[nH]c1=O	-0.2	2	105	9	2.5	8	-2.2	3.9	-3	nt	-4
O=C(NC1CCSC1=O)C1CCCCC1 (stereo unspecified)	-2.6	nt	115	5	-1.0	27	-1.0	-1.2	-2	-9	0
CC(/C=C/c1ccc2c(c1)OCO2)=N\NC(=O)c1cccc([N+](=O)[O-])c1	-2.2	1	84*	-4	-0.8	11	0.7	1.6	1	-12	-1
O=C(O)C1CCC(=O)N(C2CCCCC2)C1c1ccccc1 (stereo unspecified)	-0.6	nt	105	7	3.6	29	-1.2	0.0	2	-13	4
CCOc1ccc(S(=O)(=O)N(C)c2ccc(OCC(=O)NC3=NCCS3)cc2)cc1	0.8	nt	120	7	0.2	-5	-1.5	-1.3	6	10	-9
COCCn1c(SCC(=O)N2CCCCC2)nc2ccccc2c1=O	3.4	-8	107	7	2.5	-6	-1.3	3.9	4	-6	-2
Cc1ccc(C2(C)NC(=O)N(CC(=O)NNC(=O)c3ccccc3)C2=O)cc1 (stereo unspecified)	0.9	1	97	14	3.4	29	-3.3	-1.4	-12	3	4
CC1CCN(S(=O)(=O)c2cc(Cl)ccc2Br)CC1	0.5	-22	98	-44	0.3	-15	8.0	1.1	5	-2	13
C/C(=N/NC(=O)c1ccc2nc[nH]c2c1)c1cccs1	0.3	-13	94	2	0.7	-12	-0.3	1.7	3	4	2
O=C(CCN1C(=O)c2ccccc2C1=O)CN1CCOCC1	0.2	nt	114	16	-0.3	-11	-3.3	4.8	4	2	-5
NS(=O)(=O)c1ccc(CCNC(=O)Cn2c(=O)c3cccn3c3cccnc32)cc1	-0.3	17	nt	-1	2.7	-2	0.1	-1.4	0	197	3
CC(=O)Nc1cccc(-c2cnc(N)c(C(=O)c3cccnc3)n2)c1	0.2	1	109	15	1.2	-6	-2.6	nt	2	-10	-5
CCOC(=O)C1=C(C)Nc2ncnn2C1c1ccc2c(c1)OCO2 (stereo unspecified)	0.4	-1	112	18	3.1	-3	-3.2	2.0	1	7	2
Cc1cc(NC(=O)c2cc([N+](=O)[O-])cc([N+](=O)[O-])c2)no1	1.9	nt	109	nt	0.2	nt	nt	-1.9	nt	-12	nt
COc1cc2c(=O)n(Cc3ccccc3)c(=O)n(CC(=O)NCC3CCCO3)c2cc1OC (stereo unspecified)	0.9	5	104	2	3.4	7	-0.4	2.0	4	-1	-12
CCCCn1nnc(NC(=O)CC23CC4CC(CC(C4)C2)C3)n1	0.6	1	102	5	-1.8	-10	-1.0	3.6	3	-1	0
COc1ccc(C(C#N)N2CCC(c3ccccc3)=N2)cc1OC (stereo unspecified)	1.7	6	nt	7	1.4	3	-1.5	-1.2	-1	-16	-9
Clc1ccc(CSc2nnc([C@@H]3CCCN3)o2)cc1	-0.4	13	103	10	3.7	-2	-1.7	1.8	1	5	-6
CC(C)c1ccc(/C=N/NC(=O)c2nnn(-c3nonc3N)c2CN(C)C2CCCCC2)cc1	-1.6	-7	100	4	2.0	-12	-0.8	1.8	3	6	-13
COC(=O)C1=C[C@@H](C(=O)OC)[C@@H]2C3=C(C(=O)[C@]2(C)NC(=O)c2ccccc2)[C@H](C)n2c(=O)n(-c4ccccc4)c(=O)n2[C@@H]3C1	-1.4	5	107	7	0.8	-20	-1.3	0.8	7	-3	3
O=C(O)CCC(=O)Nc1ccccc1C(=O)Nc1ccccc1	-0.6	-16	nt	-6	0.3	22	1.0	1.2	3	-5	3
O=C(CC1Sc2ccccc2NC1=O)OC(C(=O)NCCc1ccccc1)c1cccnc1 (stereo unspecified)	1.0	12	103	-48	2.5	-36	8.6	-0.1	4	12	6
CCCc1cc(C(=O)Nc2cc(OC)c(Cl)cc2OC)no1	1.6	-4	98	-19	-2.1	-5	3.2	2.8	7	256	14
CCn1c(SCC(=O)NC(C)C(C)C)nc2cc(S(=O)(=O)N3CCOCC3)ccc21 (stereo unspecified)	-1.3	-15	100	11	5.0	6	-2.2	-1.6	2	1	-1
O=C(CSc1nc2ccsc2c(=O)n1Cc1ccccc1)NCc1ccco1	2.2	1	103	11	0.5	13	-2.0	3.1	1	22	-12
CC1(C(=O)Nc2ccc3c(c2)OCO3)CC1(Cl)Cl (stereo unspecified)	1.9	0	98	20	1.3	18	-3.9	2.0	-8	13	3
COc1cc(C(=O)NCC2CCCCC2)cc(OC)c1OC	-1.1	7	97	14	2.2	23	-2.6	2.2	8	26	-1
Cc1sc2ncnc(N3CCC(C(=O)Nc4ccc(S(N)(=O)=O)cc4)CC3)c2c1C	0.3	7	100	-1	-0.6	17	0.3	1.4	6	-7	-1
CCOc1ccc(S(=O)(=O)N2CC(=O)Nc3ccccc32)cc1C#N	-1.5	-4	91	9	1.9	0	-2.0	3.4	0	5	-4
N#Cc1c(F)cccc1N1CCOCC1	-1.4	-27	94	6	0.2	10	-1.0	4.8	-4	124	-7
CC(=O)Nc1ccc(S(=O)(=O)N2CCSC2c2ccco2)cc1 (stereo unspecified)	-0.2	nt	112	5	-0.7	-18	-1.0	-5.2	6	7	-7
O=C1CC(N2CCOCC2)=NN1c1ccc([N+](=O)[O-])cc1	-0.4	20	nt	4	0.3	21	-0.9	1.2	-2	4	-8
COc1ccc2nc(NC(=O)CCN3C(=O)c4ccccc4C3=O)sc2c1	-3.4	-12	94	5	-2.6	-7	-1.0	0.3	-3	-2	-4
Cc1cnc(C(=O)N2CCN(S(=O)(=O)c3cccc(Br)c3)CC2)cn1	-0.6	-7	93	14	-1.7	-1	-3.1	4.2	0	40	-14
CCOc1ccccc1NC1=NCC(=O)N1Cc1ccc(F)cc1	-1.9	-27	107	15	-2.8	-3	-2.7	2.8	1	10	-6
Cc1cc(Nc2ccccc2)nn1C(=O)c1ccc([N+](=O)[O-])cc1	0.7	-11	164	-61	-0.2	8	11	1.3	-4	107	-6
S=C(NCc1ccccn1)Nc1ccccc1Cl	0.7	10	nt	1	2.8	-4	-0.2	2.2	-6	109	10
CC(C)(C)C(=O)Nc1ccc(-c2nc3ccccc3c(=O)o2)cc1	-2.4	1	90	18	2.2	4	-3.7	2.8	-2	-13	-2
O=C(NN1C(=O)c2ccccc2NC1c1ccoc1)c1ccc([N+](=O)[O-])cc1 (stereo unspecified)	-2.6	-4	113	-4	1.0	3	0.9	1.4	-3	nt	-3
CCOC(=O)c1c(NC(=S)NC(=O)c2ccc(Cn3cc(Cl)cn3)o2)sc2c1CCCCC2	1.9	-28	nt	11	0.3	-21	-1.9	0.3	-3	-8	-9
O=C(Nc1nnc(CCN2CCOCC2)s1)C1CCCCC1	-1.6	19	nt	8	0.2	16	-2.0	-0.1	-7	-7	-8
COc1ccc(NC(=O)c2cc(-c3ccccn3)nc3c(C)cc(C)cc23)c(C)c1	-2.9	-45	114	-25	3.2	1	7.5	2.6	0	24	0
CCc1ccc(NC(=S)N2CCC(NC(=O)C3CCCCC3)CC2)cc1	-1.9	14	121	4	1.8	-8	-0.4	0.2	-1	13	-3
CCC(=O)n1nc(NCc2ccccc2OC)nc1NCc1ccccc1OC	1.0	-41	118	-14	2.5	7	3.3	-0.7	-5	-2	-14
CCc1cc(-c2n[nH]c(=S)n2-c2cccc(C)c2)cs1	0.1	-17	nt	5	0.7	-29	-0.9	4.0	-5	-22	-8
O=C(Nc1ccc(C(F)(F)F)cc1)c1csc(-c2ccncc2)n1	-4.5	-9	101	11	2.2	-3	-2.0	2.8	1	3	-6
COc1ccc(S(=O)(=O)NCCc2cn3nc(C)c(C)nc3n2)cc1C	2.3	0	105	14	1.5	-14	-2.8	2.2	-1	-5	-9
COc1cc2c(cc1OC)CN(CC(=O)Nc1ccccc1C(=O)NC1CC1)CC2	0.5	-6	nt	6	0.4	-3	-1.4	2.6	1	1	-10
O=C(Nc1ccc(NC(=O)c2ccc3c(c2)OCCO3)cc1)c1ccccc1	0.3	-91	81	-40	0.6	-5	5.7	1.5	4	18	-5
CNC(=S)NNC(=O)c1sc2cc(C(F)(F)F)cnc2c1-c1cccnc1	-0.7	-4	104	6	2.0	5	-1.2	5.4	-2	14	-11
